Assay outcomes (PubChem BioAssay)
FECH inh: human FECH heme synthesis enzyme inhibition | purified FECH, Ni-mesoporphyrin absorbance 550 nm | AID 1671448 | P22830 | 20,000 compounds, 3.3% hits | calls only at 10 µM (by protocol);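 active = enzyme reaction rate more than 3 SD below the solvent-only control wells on the same plate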;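 note: lower slope than DMSO wells means FECH inhibition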
Target sequence (P22830 whole entry, looked up): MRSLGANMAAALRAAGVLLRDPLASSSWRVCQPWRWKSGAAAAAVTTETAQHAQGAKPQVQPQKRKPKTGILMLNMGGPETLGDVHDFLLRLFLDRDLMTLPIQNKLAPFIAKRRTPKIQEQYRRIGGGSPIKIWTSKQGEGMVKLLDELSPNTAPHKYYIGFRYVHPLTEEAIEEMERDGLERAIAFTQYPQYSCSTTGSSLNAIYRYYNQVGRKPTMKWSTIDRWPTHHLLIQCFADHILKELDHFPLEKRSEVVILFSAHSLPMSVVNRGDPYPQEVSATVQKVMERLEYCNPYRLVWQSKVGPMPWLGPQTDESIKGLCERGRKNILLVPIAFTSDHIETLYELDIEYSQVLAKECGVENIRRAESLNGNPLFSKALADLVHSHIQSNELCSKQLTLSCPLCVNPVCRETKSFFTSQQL
Calls only. The list is partial; the hit share may differ from the screen's.

`CCOc1ccccc1-c1nc(Cn2c(=O)c3cnc(-c4ccc(OC)cc4)nc3n(C)c2=O)c(C)o1` gave FECH inh inactive.
`CC(C)CN(CCNC(=O)C1CCCN(S(=O)(=O)N2CCOCC2)C1)CC(C)C` (stereo not given) gave FECH inh inactive.
Screening O=C(O)C1CC2(CCNCC2)CN1CCc1ccccc1 (stereo not given) returned FECH inh inactive.
Screening CN(C)C(=O)c1ccc(S(=O)(=O)N2CCc3ccccc32)s1 returned FECH inh inactive.
C=CCN(C(=O)c1cnn(CCC)c1C)C1CCS(=O)(=O)C1 (stereo not given) was read as FECH inh inactive.
For O=C(CCCn1cnnn1)NC1CC(=O)N(Cc2cccc3ccccc23)C1 (stereo not given) the results were FECH inh inactive.
For COCCN1CC(C(=O)N2CC(n3nc(C)cc3C)C2)CC1=O (stereo not given) the results were FECH inh inactive.
Screening Cc1cccc(CNC(=O)c2nc(N3CCCC3)c3oc4ccccc4c3n2)c1 returned FECH inh inactive.
For Cc1cc(C)n(CCC(=O)N2CCC3(CCN(C)CC3)C2)c(=O)n1 the results were FECH inh inactive.
For O=C(CNCCCc1cccnc1)Nc1ccc(Cl)cc1F the results were FECH inh inactive.
COc1ccc(-c2cc(N3CCN(S(=O)(=O)c4ccc(OC)c(Cl)c4)CC3)ncn2)cc1 was read as FECH inh inactive.
COc1ccccc1NC(=O)CN1C(=O)CN(C)C(=O)c2ccccc21 was read as FECH inh inactive.
`O=C(c1ccc[nH]1)N(Cc1ccsc1)Cc1ccco1` gave FECH inh inactive.
For CCOc1ccc(NC(=O)CN2CCCN(Cc3ccc(F)cc3)S2(=O)=O)cc1 the results were FECH inh active.
Screening Cc1ccc(C)c(NC(=O)CSCc2nc(-c3ccccc3)no2)c1 returned FECH inh inactive.
For CCN(CC)CCNC(=O)C1CCN(c2ccc(-c3cccs3)nn2)CC1 the results were FECH inh inactive.
For COc1ccc(N2C(=O)CCS2(=O)=O)cc1S(=O)(=O)Nc1ccc(C(F)(F)F)cc1 the results were FECH inh inactive.
`CC(C)Cc1ncc2c(n1)CN(C(=O)Cc1cccs1)C2` gave FECH inh inactive.
Screening COc1cc(N2CCC(c3cc(-c4ccco4)n[nH]3)CC2)ncn1 returned FECH inh inactive.
`c1ccc(COc2ccc(-n3cnnc3)cc2)nc1` gave FECH inh inactive.
Cc1nc(C(C)NC(=O)COc2ccc(F)cc2)n[nH]1 (stereo not given) was read as FECH inh inactive.
`Cc1nc(CC2CCN(Cc3nc(-c4cccc(F)c4F)oc3C)CC2)no1` gave FECH inh inactive.
Screening CCN1CCCC1Cn1c(=O)n(C2C=CCCC2)c2cc(C(=O)O)ccc21 (stereo not given) returned FECH inh inactive.
`CCC1CN(C(=O)c2ccc(N)nc2)CCC(=O)N1Cc1ccccc1` (stereo not given) gave FECH inh inactive.
C/C=C(\C)c1c(-c2ccccc2)ncn1CCN1CCCC(CO)C1 (stereo not given) was read as FECH inh inactive.
`FC(F)(F)c1ccc(Oc2cccc(CN3CCCC3)c2Cl)nc1` gave FECH inh inactive.
Cc1cccc2[nH]c(CCn3ccnc3-c3ccc4nonc4c3)nc12 was read as FECH inh inactive.
For COCc1c(-c2n[nH]c(CCc3ccccc3)n2)noc1C the results were FECH inh inactive.
For Cc1ccc(S(=O)(=O)Nc2nc3n(n2)C(c2ccc(Cl)cc2)C=C(c2ccc(Cl)cc2)N3)cc1 (stereo not given) the results were FECH inh inactive.
`CCCn1nc(C)c(CNC(=O)c2cnc3ccccc3c2)c1C` gave FECH inh inactive.
Screening CCOc1ccc(NC(=O)Cc2csc(NC(=O)Nc3cccc(Cl)c3)n2)cc1 returned FECH inh inactive.
Screening CCN(C(=O)c1cc(-c2cnc(N)nc2)nc2c(C)cccc12)C1CCCCC1 returned FECH inh inactive.
CC(=O)Nc1ccc(NC(=O)CCc2nc(-c3cc4ccc(C)cc4[nH]c3=O)no2)cc1 was read as FECH inh inactive.
COc1ccc(NC(=O)CN2CCN(Cc3ccccc3Cl)S2(=O)=O)cc1 was read as FECH inh inactive.
Screening O=S(=O)(Nc1nc2n(n1)C(c1ccc(Cl)cc1)C=C(c1ccc(Cl)cc1)N2)c1ccc(Cl)cc1 (stereo not given) returned FECH inh inactive.
`O=C(Nc1nc2n(n1)C(c1ccc(Cl)cc1)C=C(c1ccccc1)N2)c1ccc(Cl)cc1` (stereo not given) gave FECH inh inactive.

No new results follow: an excerpt of the list.
`CCOc1ccccc1-c1nc(Cn2c(=O)c3cnc(-c4ccc(OC)cc4)nc3n(C)c2=O)c(C)o1` gave FECH inh inactive.
`CC(C)CN(CCNC(=O)C1CCCN(S(=O)(=O)N2CCOCC2)C1)CC(C)C` (stereo not given) gave FECH inh inactive.
Screening O=C(O)C1CC2(CCNCC2)CN1CCc1ccccc1 (stereo not given) returned FECH inh inactive.
Screening CN(C)C(=O)c1ccc(S(=O)(=O)N2CCc3ccccc32)s1 returned FECH inh inactive.
C=CCN(C(=O)c1cnn(CCC)c1C)C1CCS(=O)(=O)C1 (stereo not given) was read as FECH inh inactive.

4 compounds from above, ordered by number of heavy atoms, low to high:
`CCCn1nc(C)c(CNC(=O)c2cnc3ccccc3c2)c1C` gave FECH inh inactive.
Cc1cccc2[nH]c(CCn3ccnc3-c3ccc4nonc4c3)nc12 was read as FECH inh inactive.
Screening CCOc1ccc(NC(=O)Cc2csc(NC(=O)Nc3cccc(Cl)c3)n2)cc1 returned FECH inh inactive.
Screening O=S(=O)(Nc1nc2n(n1)C(c1ccc(Cl)cc1)C=C(c1ccc(Cl)cc1)N2)c1ccc(Cl)cc1 (stereo not given) returned FECH inh inactive.

(list continues)
`COc1ccc(N2C(=O)CCS2(=O)=O)cc1S(=O)(=O)Nc1ccccc1C(C)C` gave FECH inh inactive.
`CC(C)NC(=O)c1nc[nH]c1C(=O)NC1CCCC1` gave FECH inh inactive.
CSc1ccccc1NC(=O)CCC(=O)N(C)C(C)c1ccon1 (stereo not given) was read as FECH inh inactive.
Screening Cc1ccc(Nc2cc(C)nc(N3CCN(S(=O)(=O)c4ccc5c(c4)Cc4ccccc4-5)CC3)n2)cc1 returned FECH inh inactive.
`CC(=O)Nc1ccc(-c2nccn2Cc2cnn(-c3ccccc3)c2)cc1` gave FECH inh inactive.
`CCc1cc(Sc2ccccc2NC(=O)c2ccc(C(C)(C)C)cc2)n2ncnc2n1` gave FECH inh inactive.
Screening CCN(CC)C(=O)c1ccccc1NC(=O)CN1c2ccc(F)cc2-c2ccccc2S1(=O)=O returned FECH inh active.
Screening O=C(NCc1cccnc1-n1ccnc1)C1CCCc2c1[nH]c1ccccc21 (stereo not given) returned FECH inh inactive.
For CCc1nccc(-c2c(-c3ccccc3)ncn2C2CC(=O)N(CC)C2)n1 (stereo not given) the results were FECH inh inactive.
For Cc1ccccc1NCc1nc2nc(C)c(Cc3ccc(Cl)cc3)c(=O)n2[nH]1 the results were FECH inh inactive.
For COc1ccc(C(=O)Nc2nc3n(n2)C(c2ccc(F)cc2)C=C(c2ccccc2)N3)cc1 (stereo not given) the results were FECH inh inactive.
Screening O=C(Nc1ccccc1)c1cc2n(n1)CCN(Cc1cnc[nH]1)C2 returned FECH inh inactive.

Two compounds picked at random from those above:
For Cc1ccccc1NCc1nc2nc(C)c(Cc3ccc(Cl)cc3)c(=O)n2[nH]1 the results were FECH inh inactive.
`CCc1cc(Sc2ccccc2NC(=O)c2ccc(C(C)(C)C)cc2)n2ncnc2n1` gave FECH inh inactive.

Continued:
Cc1cccc(-c2ccc(N3CCCC(C(=O)NCCCN(C)Cc4ccccc4)C3)nn2)c1 (stereo not given) was read as FECH inh inactive.
Screening COc1ccc(CNc2nc3nc(CNc4cccc(C(F)(F)F)c4)cc(=O)n3[nH]2)cc1 returned FECH inh inactive.
For CCc1cc(Sc2ccccc2NC(=O)Cc2cccc(OC)c2)n2ncnc2n1 the results were FECH inh inactive.
Screening Cc1cccc(CN2CCCN(CC(=O)Nc3ccccc3)S2(=O)=O)c1 returned FECH inh inactive.
Screening Cc1ccccc1NCc1cc(=O)n2[nH]c(NCc3ccccc3Cl)nc2n1 returned FECH inh active.
Screening Cc1cccc(CNS(=O)(=O)c2ccc3c(c2)CCN3C(=O)CCC(=O)N2CCOCC2)c1 returned FECH inh inactive.
Screening COc1cccc(N2CCN(S(=O)(=O)c3cc(C(=O)N4CCCCC4)cs3)CC2)c1 returned FECH inh inactive.
Cc1ccccc1CCN1C(=O)c2oc3ccccc3c2OCC1(C)C(=O)NC1CCCC1 (stereo not given) was read as FECH inh inactive.
Screening O=C(NCCNS(=O)(=O)c1ccc(Cl)cc1)C1COCCO1 (stereo not given) returned FECH inh inactive.
OCC(CO)N1CCCC1c1nc(-c2ccccc2)no1 (stereo not given) was read as FECH inh inactive.
For CCCN(Cc1nccn1C)C(=O)c1cccc(CC2CCNCC2)c1 the results were FECH inh inactive.
For COc1cccc(Cn2c(CNS(=O)(=O)c3ccc(C(C)C)cc3)nc3cccnc32)c1 the results were FECH inh inactive.
`Cc1ccccc1NC(=O)CC(=O)N(Cc1ccccn1)C[C@@H]1CCC(=O)N1` gave FECH inh inactive.
`Cn1ccnc1SCCNC(=O)c1cn(-c2ccccc2)nn1` gave FECH inh inactive.
Screening Cc1nc(-c2ccccc2)c(C(=O)N(C)Cc2nc(C3CC3)no2)s1 returned FECH inh inactive.
CC(=O)NCCC1CN(Cc2ccn(C(C)C)c2)CCO1 (stereo not given) was read as FECH inh inactive.
`CN(C/C=C/c1ccccc1)c1nccc(N2CCC(O)C2)n1` (stereo not given) gave FECH inh inactive.
CCCCOc1ccc(C(=O)Nc2cc(N3CCCS3(=O)=O)ccc2OC)cc1 was read as FECH inh inactive.
Screening CCC(NC1CCN(Cc2ccco2)CC1)c1nc(C)c(C)s1 (stereo not given) returned FECH inh inactive.
Screening COc1ccc(Nc2cc(C)nc(N3CCN(S(=O)(=O)c4cc(C(C)(C)C)ccc4OC)CC3)n2)cc1 returned FECH inh inactive.
`CCN(C/C=C/c1ccccc1)C(=O)Cc1c[nH]c2ccccc12` gave FECH inh inactive.
COc1ccc(CNC(=O)C2CCCN2c2nnc(N3CCCC3=O)s2)cc1OC (stereo not given) was read as FECH inh active.
Screening Cc1nn(C)cc1-c1ccnc(N(C)CC2COc3ccccc3O2)n1 (stereo not given) returned FECH inh inactive.
O=C(Cn1nc(N2CCN(c3ccc(F)cc3)CC2)ccc1=O)NCCc1ccco1 was read as FECH inh inactive.

Next part (two carried over from the part before).
Screening Cc1nn(C)cc1-c1ccnc(N(C)CC2COc3ccccc3O2)n1 (stereo not given) returned FECH inh inactive.
O=C(Cn1nc(N2CCN(c3ccc(F)cc3)CC2)ccc1=O)NCCc1ccco1 was read as FECH inh inactive.
CSc1ccc(-c2nc(C(N)=O)c3c(n2)n(-c2ccc(C)c(C)c2)c(=O)n3Cc2ccccc2)cc1 was read as FECH inh inactive.
Screening Cc1ccc(C)c(S(=O)(=O)NCc2nc3cccnc3n2Cc2ccc(F)cc2)c1 returned FECH inh inactive.
For COc1ccccc1-c1nc(CSc2nc(C)c(Cc3ccccc3)c(=O)[nH]2)c(C)o1 the results were FECH inh inactive.
Screening O=C(NCCn1c(CCc2ccccc2)nc2cccnc21)C1CCCC1 returned FECH inh inactive.
`CC(C)C1C(=O)NCCN1C(=O)c1cc(=O)c2ccccc2[nH]1` (stereo not given) gave FECH inh inactive.
`COc1ccc2c(c1)CC(NCCN(C)S(C)(=O)=O)CC2` (stereo not given) gave FECH inh inactive.
Screening O=C1C[C@H]2CC[C@@H](CN1)N2C(=O)CCn1nnc(-c2ccccc2)n1 returned FECH inh inactive.
`Cc1cc(C(F)(F)F)n(-c2nc(C(=O)N3CC[C@H](O)[C@@H](O)C3)cs2)n1` gave FECH inh inactive.
`Cc1ccc(CCNC(=O)c2cccn2-c2nnc(N3CCCCC3)s2)cc1` gave FECH inh inactive.
Screening O=C1CC(c2cccc3nonc23)c2cnn(Cc3cccs3)c2N1 (stereo not given) returned FECH inh inactive.
Screening O[C@@H]1CN(c2nnnn2-c2ccccc2)CC[C@H]1c1ccc2c(c1)OCO2 returned FECH inh inactive.
`CCn1nc(C)c(C(=O)NCc2ccc3c(c2)n(C)c(=O)n3C)c1C` gave FECH inh inactive.
`Cc1cc(NC(=O)CC2CCCCC2)n(-c2ncnc3c2cnn3-c2ccc(Cl)cc2)n1` gave FECH inh inactive.
Screening Cc1nccn1CCCN1CCC2(C1)CN(C)C(=O)O2 (stereo not given) returned FECH inh inactive.
`CCn1ncnc1C(C)NC(=O)c1cc(COc2cc(C)ccc2C)on1` (stereo not given) gave FECH inh inactive.
Screening Cc1occc1C(=O)N1CCC(N2CCCC(C(=O)N3CCCC3)C2)CC1 (stereo not given) returned FECH inh inactive.
For Cn1nnc(-c2ccc(C(=O)Nc3cnc4n3CCCC4)cc2)n1 the results were FECH inh active.
For CCOc1ccc(C(=O)Nc2c(C)nc3nc(C(C)C)[nH]n3c2=O)cc1 the results were FECH inh inactive.
`CCc1cccc(NC(=O)Cn2c(=O)n(CC3CCC(C(=O)NC)CC3)c(=O)c3sccc32)c1` (stereo not given) gave FECH inh inactive.
Screening CCOc1ccc(Br)cc1S(=O)(=O)N1CCN(c2nc(C)cc(Nc3ccccc3)n2)CC1 returned FECH inh inactive.
Screening CCCn1ncc(C(=O)N2CCC3(CC2)c2ccccc2[C@@H](N)[C@@H]3O)c1C returned FECH inh inactive.
Cc1ccccc1-c1nccn1CCCN1CCOCC1 was read as FECH inh inactive.
